MEKK3 PB1 HTS: MEKK3-MEK5 PB1 interaction, increase or decrease; Q99759; bead-based flow cytometry, Alexa488-MEK5 binding to MEKK3; actives lie on both sides; 0 = blocked by unlabeled MEK5, 100 = vehicle; binding response (% of control), % at 10 µM; actives 1.4% (n = 290,000); AID 1529;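 active = binding response more than 3 SD above or below the average of its plate-row segment, actives on both sides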;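 note: Alexa488 bead fluorescence after subtracting the streptavidin-only scavenger bead signal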
MEKK2 WT-MEK5: raises or lowers MEK5 binding to wildtype human MEKK2 PB1 domain; binding response (% of control), % at 10 µM; actives 1.1% (n = 290,000); bead flow cytometry, Alexa488-MEK5 binding to MEKK2 WT; actives lie on both sides; Q9Y2U5; in the data active = binding response below about 67% or above about 130%
GalR3 antag: human GalR3 antagonism. O60755. HEK293 GalR3-CNG cAMP membrane potential fluorescence; galR3 body fused to GalR1 C-terminus. inhibition, % at 3 µM. actives 0.44% (n = 360,000). AID 651719;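 active = inhibition above the screen-wide average plus 3 SD, cut at about 13% in these data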;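 note: forskolin and galanin both at EC90 stimulate the cells; cAMP rise reported by CNG channel membrane potential dye signal; 0% = forskolin plus galanin with DMSO and 100% = forskolin alone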
Target sequence (O60755 1-299 limits assumed): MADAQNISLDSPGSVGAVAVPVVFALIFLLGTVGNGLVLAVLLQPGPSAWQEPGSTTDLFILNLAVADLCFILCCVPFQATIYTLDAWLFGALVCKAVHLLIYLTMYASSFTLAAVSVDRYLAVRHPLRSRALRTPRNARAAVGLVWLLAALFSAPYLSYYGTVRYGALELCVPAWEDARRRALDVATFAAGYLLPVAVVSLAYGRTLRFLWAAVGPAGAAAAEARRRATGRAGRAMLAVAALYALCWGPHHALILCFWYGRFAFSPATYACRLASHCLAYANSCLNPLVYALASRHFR
NALP1 yeast inh: blocks the NALP1 inflammasome reconstituted in yeast. S. cerevisiae NALP1/ASC/caspase-1 growth, X-gal OD620, 72 h. actives 0.61% (n = 280,000). inhibition, % at 10 µM. AID 2071; in the data active = inhibition mostly above about 24%, no sharp cut-off; inactive = mostly below about 32%; note: some compounds called inactive have numbers as strong as hits
PHOSPHO1 inh: blocks human PHOSPHO1 phosphatase activity; actives 1.1% (n = 290,000); AID 1565; recombinant PHOSPHO1, absorbance phosphatase assay; inhibition, % at 13.3 µM; in the data active = inhibition above about 60%
GPR7 antagonist: human neuropeptides B/W receptor 1 antagonism. GPR7-expressing cells, fluorescence antagonist assay. inhibition, % at 4.4 µM. actives 1.1% (n = 290,000). AID 1861; in the data active = inhibition above about 16%, passing the limit was not always enough;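 note: cells stimulated with the agonist NPW; 0% = agonist with vehicle and 100% = vehicle without agonist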
Target sequence (P48145 whole entry, looked up): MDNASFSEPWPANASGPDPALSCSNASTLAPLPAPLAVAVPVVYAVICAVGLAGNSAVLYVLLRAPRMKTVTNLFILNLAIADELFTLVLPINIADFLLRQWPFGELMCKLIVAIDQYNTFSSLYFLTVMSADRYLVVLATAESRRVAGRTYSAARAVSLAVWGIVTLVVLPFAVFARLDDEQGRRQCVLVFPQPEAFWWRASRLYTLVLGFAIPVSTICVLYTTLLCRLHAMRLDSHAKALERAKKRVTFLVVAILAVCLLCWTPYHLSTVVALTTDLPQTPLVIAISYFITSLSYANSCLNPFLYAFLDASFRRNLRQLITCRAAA
V1R ag counter: counter-screen for oxytocin receptor agonists: human V1a receptor agonists; P37288; CHO-V1R cells, Fluo-8 calcium fluorescence, agonist mode; 0% DMSO, 100% 3 nM vasopressin; activation, % at 3 µM; actives 0.25% (n = 320,000); AID 2797;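 active = activation above the mean activation of all tested compounds plus 3 SD, per screening run, cut at about 20% in these data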;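 note: signal is peak over basal fluorescence ratio across a 100 second FLIPR read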
OXTR ag: activates the human oxytocin receptor. actives 0.32% (n = 320,000). activation, % at 3 µM. CHO-OTR cells, Fluo-8 calcium fluorescence; normalized: DMSO 0%, oxytocin 100%;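 active = activation above the mean of all tested compounds plus 3 SD, cutoff set per screening run, cut at about 20% in these data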;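 note: peak over basal fluorescence ratio from a 100 s FLIPR kinetic read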
Target sequence (P30559 whole entry, looked up): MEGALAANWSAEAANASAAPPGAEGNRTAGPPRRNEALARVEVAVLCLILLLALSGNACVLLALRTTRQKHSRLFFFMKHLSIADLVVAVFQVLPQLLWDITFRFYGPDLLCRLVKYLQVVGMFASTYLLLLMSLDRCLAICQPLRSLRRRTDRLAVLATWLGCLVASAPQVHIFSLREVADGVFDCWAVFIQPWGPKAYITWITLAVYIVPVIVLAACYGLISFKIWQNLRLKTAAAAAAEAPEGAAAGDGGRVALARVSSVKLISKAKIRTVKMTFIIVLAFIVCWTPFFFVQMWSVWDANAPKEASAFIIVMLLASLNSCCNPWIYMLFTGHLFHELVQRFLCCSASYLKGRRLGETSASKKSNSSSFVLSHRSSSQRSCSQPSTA
MEKK2mut PB1 HTS: signal of MEK5 binding to mutant human MEKK2 PB1 domain; bead flow cytometry, Alexa488-MEK5 binding to MEKK2 mutant; percent response, % at 10 µM; actives 0.35% (n = 290,000); in the data active = percent response above about 24%, passing the limit was not always enough; note: inactives centre near 1; some results filed as inactive read as strong as hits; reference of the scale not given here
Numbers without * were called inactive; . = not tested or not shown; [ ] = dose if it differs, or a comment.

Values run as follows: MEKK3 PB1 HTS, MEKK2 WT-MEK5, GalR3 antag, NALP1 yeast inh, PHOSPHO1 inh, GPR7 antagonist, V1R ag counter, OXTR ag, MEKK2mut PB1 HTS
CCc1ccc(-c2cc(C)no2)cc1S(=O)(=O)N1CCN(c2ccc(F)cc2)CC1
    101, 99, -1, 15, 18, 2, 0.7, -1.4, -6
COc1ccc(/C=C2/C(=O)N(Cc3ccccc3)N=C2C)cc1
    128*, 104, 2, 19, 5, -4, 2.0, 0.9, 3
CCOCCc1nnc(NC(=O)CCc2ccccc2)s1
    106, 105, 3, 12, 22, -7, -0.3, -0.8, 2
CC(C)OCCCNC(=O)Cn1nc(-c2ccccc2)ccc1=O
    107, 107, -6, 2, 35, 8, -0.2, -0.3, 4
O=C(Nc1nnc(C23CC4CC(CC(C4)C2)C3)s1)c1ccc(N2C(=O)CCC2=O)cc1
    99, 100, ., 34, -2, -6, 1.3, -0.3, 0
CS(=O)(=O)N(CC(=O)Nc1ccc(CC#N)cc1)c1ccc(C23CC4CC(CC(C4)C2)C3)cc1
    105, 108, -6, ., 1, -7, 3.2, 3.4, 5
CCOC(=O)N1CCC(NC(=O)c2ccccc2C(=O)O)CC1
    100, 95, -2, ., 28, -1, -1.4, -0.1, -3
COc1ccc(OC)c(NC=C2C(=O)OC(C)(C)OC2=O)c1
    105, 102, -2, 6, 18, 16, 0.3, 0.1, 3
COc1ccc(CCn2ccc(O)c(Cc3c(F)cccc3Cl)c2=O)cc1OC
    101, 96, -4, -7, 18, -19, 0.8, -0.4, -1
COc1cccc(NC(=O)CCc2nnc3ccc(N4CCC(C)CC4)nn23)c1
    98, 96, -7, 9, -8, -16, -2.1, -3.4, 5
CCOC(=O)c1[nH]c2ccc(OC)cc2c1NC(=O)c1cccc(OC)c1
    108, 113, -5, 2, 28, -18, -1.1, -1.6, 11
CN(CC1CCCO1)S(=O)(=O)c1ccc(C(=O)Nc2ccc(S(N)(=O)=O)cc2)cc1 (configuration not stated)
    101, 101, 2, 10, 14, -13, -0.4, 0.0, -1
CN1CCN(C(=S)Nc2ccc(Cl)c(Cl)c2)CC1
    93, 93, 3, 48*, 18, -9, 7.1, 1.8, -2
COc1ccc(Cl)cc1NC(=O)c1sc2nc(C)nc(N3CCOCC3)c2c1C
    100, 98, -2, -15, 12, 0, 2.0, 0.3, 7
COc1ccc(C2CC(=O)c3sc(NC(C)=O)nc3C2)cc1 (configuration not stated)
    94, 96, -9, 29, -3, -7, 0.8, 2.2, -5
COC(=O)C(NC(=O)C(C)Oc1ccccc1)C(C)C (configuration not stated)
    106, 102, ., 14, 10, 2, 0.3, 0.0, 3
COc1ccc(NC(=O)/C=C/c2cc(Br)ccc2OC)cc1
    104, 107, -3, 30, 11, 2, -0.5, -1.9, 5
O=C(Cn1c(=O)n(Cc2ccco2)c(=O)c2ccccc21)NCC1CCCO1 (configuration not stated)
    103, 103, 0, 4, -23, -8, 0.4, -0.9, 0
CC(C)NC(=O)C1CC(=O)N(c2ccc(F)c(Cl)c2)C1 (configuration not stated)
    105, 106, 4, 4, -5, -8, -0.1, 0.2, 2
O=C(c1ccco1)c1cc2c(ccc3ccccc32)oc1=O
    98, 101, -3, -2, 24, 3, -0.7, -0.9, -2
Cc1ccc(S(=O)(=O)N[C@H](C(=O)N2CCC3(O)CCCCC3C2)c2ccccc2)cc1 (some centres not stated)
    ., ., -4, -2, -23, -19, 1.1, 0.0, .
CC(=O)Nc1ccc(S(=O)(=O)Nc2ncccn2)cc1
    99, 97, 3, 17, -6, -13, 0.2, -0.3, 1
Cc1cc(=O)oc(C)c1C(=O)N[C@@H]1CCCCNC1=O
    104, 101, -2, 6, -79, -7, 0.4, 0.9, 4
Cc1ccc(S(=O)(=O)CCSc2cccc(C(=O)O)c2)cc1
    102, 106, -11, 21, 25, -8, 0.6, 0.5, 1
COc1ccc(N(C(=O)c2ccco2)C(C(=O)NC2CCCC2)c2ccc(OC)c(OC)c2)cc1 (configuration not stated)
    101, 98, -6, 8, 27, -3, -1.4, 0.2, 1
Cc1ccc(S(=O)(=O)N(CCC#N)CCN2CCCC2)cc1
    90, 100, 0, 6, -3, -10, -0.8, -1.5, -3
CCN(CC(=O)NC1CCS(=O)(=O)C1)S(=O)(=O)c1ccc(C)cc1C (configuration not stated)
    99, 100, -3, 27, -6, 0, 0.0, -1.2, -2
CCN(CC)Cc1c(O)c(Cl)cc2c(C)cc(=O)oc12
    103, 97, -5, 7, -2, -3, ., ., -2
COc1ccc(C(=O)n2nc(C)cc2C)cc1Br
    94, 92, -1, 14, 3, -1, -0.2, -2.1, -7
CCn1c(SCC(=O)NC2CCCC2)nc2c1c(=O)n(C)c(=O)n2C
    102, 99, -6, 8, 41, -6, 0.3, 0.8, 8

2 of the compounds above, with bars between the fields.
Molecule | MEKK3 PB1 HTS | MEKK2 WT-MEK5 | GalR3 antag | NALP1 yeast inh | PHOSPHO1 inh | GPR7 antagonist | V1R ag counter | OXTR ag | MEKK2mut PB1 HTS
CCc1ccc(-c2cc(C)no2)cc1S(=O)(=O)N1CCN(c2ccc(F)cc2)CC1 | 101 | 99 | -1 | 15 | 18 | 2 | 0.7 | -1.4 | -6
O=C(c1ccco1)c1cc2c(ccc3ccccc32)oc1=O | 98 | 101 | -3 | -2 | 24 | 3 | -0.7 | -0.9 | -2

More entries
Values run as follows: MEKK3 PB1 HTS, MEKK2 WT-MEK5, GalR3 antag, NALP1 yeast inh, PHOSPHO1 inh, GPR7 antagonist, V1R ag counter, OXTR ag, MEKK2mut PB1 HTS
COc1cccc(NC2=C(C#N)C(=O)NC(c3cccc(OC)c3O)S2)c1 (configuration not stated)
    96, 95, -5, 1, -10, -12, 0.6, 0.0, -1
COc1cccc(C(=O)Nc2ccc3c(c2)OCO3)c1OC
    100, 101, -9, 4, 39, 0, 0.9, 10, 3
COc1ccccc1NS(=O)(=O)c1cccc(C(=O)NNC(=O)C(NC(N)=O)C(C)C)c1 (configuration not stated)
    67, 77, 2, 2, 42, -14, 0.9, -0.2, -7
Cc1c(NC(=O)CSc2nnnn2Cc2ccccc2)c(=O)n(-c2ccccc2)n1C
    101, 100, -1, 10, -34, -12, -0.9, -0.5, 0
Nc1nc(SCc2c(F)cccc2Cl)[nH]c(=O)c1-c1ccccc1
    93, 97, -7, 20, -13, 5, -0.3, -1.0, -5
COc1ccc(CCN(Cc2cc3cc(C)ccc3[nH]c2=O)C(=O)N2CCCC2)cc1OC
    102, 105, 2, 0, 14, -8, -1.6, -2.4, 3
O=C(Nc1cccc(NC(=O)c2cccs2)c1)c1ccc([N+](=O)[O-])o1
    94, 96, 1, ., 4, -2, 0.6, -0.4, -12
Cc1ccc(-n2nc(C)c3onc(C)c3c2=O)cc1
    87, 94, -2, 13, 4, -18, 1.0, -1.7, -20
COc1ccc(Br)cc1CNC(=O)CCC(=O)N1CCSc2ccccc21
    102, 101, ., 16, -4, 1, 0.7, -0.7, -1
Cc1cc(C)[n+](-c2ccc(F)cc2)c2[nH]c(=O)[nH]c(=O)c12
    115, 102, 1, 20, -15, -10, 0.7, 0.8, 0
COC(=O)CNC(=O)c1ccc(=O)oc1
    102, 105, 0, 0, -18, 1, 1.3, 0.2, 5
CCn1nc(C)c(CN2CCC(n3nccc3NC(=O)CCCc3ccccc3)CC2)c1C
    101, 106, 2, 9, 37, -13, -0.4, -0.3, -3
COc1ccc(S(=O)(=O)NC(C)C)cc1C(=O)N1CCOCC1
    92, -2.0*[inhibitor], 9, -2, -10, -10, -0.6, 0.0, -9
COc1cccc(-c2cc(C(=O)Nc3ccn(Cc4ccc(C)cc4)n3)no2)c1
    98, 104, -5, 4, -10, -7, 1.2, 0.6, -3
CCOC(=O)c1c(NC(=S)Nc2ccccc2)sc2c1CCN(CCc1ccccc1)C2
    ., ., ., 15, 30, 4, 2.6, 1.4, .
Cc1nn(-c2ccccc2)c(Cl)c1/C=N/Nc1ccc(S(=O)(=O)Nc2ccccc2C(=O)O)cc1[N+](=O)[O-]
    ., ., -4, -10, 40, -16, -0.5, -2.2, .
O=C(Cn1nnc(N2CCCC2)n1)N/N=C/c1ccc(Cl)cc1
    100, 101, -4, 14, 25, -7, 3.4, 7.0, -4
Cc1c(C(=O)Nc2nc3ccccc3[nH]2)cccc1[N+](=O)[O-]
    100, 110, -6, 23, -1, 5, 1.9, 0.4, 12
Cc1ccc(C(=O)CN2C(=O)C(C)Oc3ccccc32)cc1 (configuration not stated)
    102, 106, -7, 9, 37, -4, 0.6, -0.4, 4
CCOC(=O)c1cnc2ccc(C)cn2c1=O
    93, 90, -5, 15, 15, 11, 0.5, 0.8, -12
O=C(COC(=O)c1cc2ccccc2o1)c1ccccc1
    93, 93, 0, 12, -38, 0, -0.6, -0.1, -2
NC(=O)c1cc(N)ccc1N1CCCC1
    95, 97, -5, 20, 7, -16, 1.6, 0.7, 2
C=CCc1ccccc1OCC(O)Cn1ccnc1C (configuration not stated)
    103, 106, -4, -13, 7, -6, 0.9, 0.8, 2
Cc1cccc(C(=O)NNC2=CC(=O)CC(C)(C)C2)c1O
    103, 104, 6, -20, 8, -3, 0.5, 0.9, 2
COc1ccc(C(C(=O)NC2CCCC2)N(C(=O)Cc2cccs2)C2CC2)cc1OC (configuration not stated)
    104, 98, -10, -19, 28, -3, -0.1, 0.1, -4
COC(=O)c1ccc(N=NNc2ccccc2)cc1
    89, 91, -6, 9, -4, -5, -0.1, -0.7, -2
CCCn1nc(Oc2nc(N(C)C)nc(N(C)C)n2)ccc1=O
    100, 96, 0, 10, 19, 0, 1.3, 2.4, -8
COc1ccc(-n2nc(C(=O)NCC(=O)N3CCOCC3)c3ccccc3c2=O)cc1OC
    102, 100, -2, 6, 36, 4, 0.1, 0.3, 5
CCOC(=O)N1CCC(NC(=O)C2CCN(S(=O)(=O)c3cnc[nH]3)CC2)CC1
    93, 96, 3, 8, 20, -3, 0.8, 0.1, 0
C=CCOc1ccc2c(OC)c3ccoc3nc2c1OC
    85, 98, -5, 3, -10, -4, 0.0, -2.2, 7
O=C(CC1OC(=O)c2ccccc21)NC1CCCCC1 (configuration not stated)
    93, 94, 3, -14, -2, -12, -0.7, 0.4, -4

Only PHOSPHO1 inh and GPR7 antagonist, for three of the compounds above:
smiles | PHOSPHO1 inh | GPR7 antagonist
COc1ccc(NC(=O)/C=C/c2cc(Br)ccc2OC)cc1 | 11 | 2
O=C(Cn1c(=O)n(Cc2ccco2)c(=O)c2ccccc21)NCC1CCCO1 (configuration not stated) | -23 | -8
CC(C)NC(=O)C1CC(=O)N(c2ccc(F)c(Cl)c2)C1 (configuration not stated) | -5 | -8
